Bioassay records from PubChem.
MITF inh: MITF inhibitors, primary screen, biochemical, AlphaScreen, human | AlphaScreen MITF homodimerization, bead proximity signal | inhibition, % at 2.6 µM | 650,000 compounds, 0.91% hits | AID 1259374, 2018; in the data active means inhibition above about 50%;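 further: 0% = vehicle wells with protein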
FBW7 activator: FBW7 E3 ligase activators, primary screen, biochemical, AlphaScreen, human; 650,000 compounds, 0.13% hits; normalized activity (activation), % at 26.1 µM; AlphaScreen FBW7–phospho-cyclin E peptide binding, activator screen; F-box/WD repeat-containing protein 7 (Homo sapiens), Q969H0; in the data active means normalized activity above about 1.9%;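 further: purified mutant Fbw7 with reduced substrate affinity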
Target sequence (Q969H0 whole entry, looked up): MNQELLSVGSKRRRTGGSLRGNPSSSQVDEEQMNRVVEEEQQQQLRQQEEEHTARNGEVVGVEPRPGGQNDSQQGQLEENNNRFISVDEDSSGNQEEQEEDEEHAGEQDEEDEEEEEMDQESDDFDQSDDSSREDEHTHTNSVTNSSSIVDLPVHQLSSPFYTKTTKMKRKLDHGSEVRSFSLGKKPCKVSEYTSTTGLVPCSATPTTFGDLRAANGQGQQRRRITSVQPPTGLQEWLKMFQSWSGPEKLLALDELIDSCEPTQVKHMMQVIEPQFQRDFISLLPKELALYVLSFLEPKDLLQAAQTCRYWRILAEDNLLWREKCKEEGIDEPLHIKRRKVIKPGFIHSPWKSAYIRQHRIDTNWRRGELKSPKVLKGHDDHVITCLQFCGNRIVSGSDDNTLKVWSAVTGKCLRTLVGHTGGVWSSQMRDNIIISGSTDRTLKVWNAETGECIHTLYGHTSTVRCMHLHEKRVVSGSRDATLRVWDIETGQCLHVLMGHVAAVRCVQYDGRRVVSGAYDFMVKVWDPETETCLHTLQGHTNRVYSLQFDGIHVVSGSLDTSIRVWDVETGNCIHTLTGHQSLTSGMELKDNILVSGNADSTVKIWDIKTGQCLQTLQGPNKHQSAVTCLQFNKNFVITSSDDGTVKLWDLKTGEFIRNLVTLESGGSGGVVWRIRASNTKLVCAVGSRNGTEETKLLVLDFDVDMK
GPR151 ag: activators of human GPR151, primary screen, cell-based, PathHunter beta-arrestin, luminescence. G-protein coupled receptor 151 (Homo sapiens), Q8TDV0. PathHunter beta-arrestin GPR151 cells. activation, % at 11.2 µM. 650,000 compounds, 1% hits. AID 1508602, 2020; in the data active means activation above about 4.9%;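 further: 0% = median of compound wells and 100% = cells with positive control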
Target sequence (Q8TDV0 whole entry, looked up): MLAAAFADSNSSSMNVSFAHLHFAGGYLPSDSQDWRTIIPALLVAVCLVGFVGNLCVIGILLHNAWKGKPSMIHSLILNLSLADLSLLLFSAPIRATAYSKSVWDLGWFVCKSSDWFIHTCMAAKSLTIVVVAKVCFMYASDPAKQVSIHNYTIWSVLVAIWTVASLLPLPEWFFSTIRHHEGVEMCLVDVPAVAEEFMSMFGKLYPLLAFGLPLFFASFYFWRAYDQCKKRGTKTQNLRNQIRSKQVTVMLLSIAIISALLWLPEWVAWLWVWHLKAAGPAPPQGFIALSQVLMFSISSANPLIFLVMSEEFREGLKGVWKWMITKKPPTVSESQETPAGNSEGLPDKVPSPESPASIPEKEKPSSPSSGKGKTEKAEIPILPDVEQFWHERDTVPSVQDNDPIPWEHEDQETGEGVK
TEAD-YAP block: TEAD-YAP interaction inhibition, primary screen, TEAD-YAP interaction inhibitor project, luminescence, HEK-TIYL cells; 640,000 compounds, 1.4% hits; TEAD-Gal4/YAP UAS-luciferase luminescence; inhibition, % at 9.12 µM; in the data active means inhibition above about 32%;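 further: 0% = median of test compound wells and 100% = reference inhibitor wells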
Numbers without * were called inactive; & = joins results of further samples.

SMILES	MITF inh	FBW7 activator	GPR151 ag	TEAD-YAP block
Cc1ccc(NC(=O)C2(N(Cc3ccccc3)C(=O)Cn3nnnc3N)CCCCC2)cc1	-9	0.1	0.0	5
COc1ccccc1C1C(C(=O)Nc2ccccc2)=C(C)Nc2nc(-c3ccccc3)nn21 (stereo not drawn)	-8	0.0	-0.8	4
CNC(=S)Nc1ccc(C(N)=O)cc1	7	0.1	0.6	-3
COc1ccc(C(=O)Nc2ccc(NC(=O)C(C)C)cc2)cc1Br	4	0.2	0.9	-6
CCC1(CC)OC(c2ccccn2)Nc2ccccc21 (stereo not drawn)	5	-0.1	0.7	-2
NC(=O)c1ccc(NC(=O)CSc2nnc(-c3cccnc3)n2N)cc1	18	-0.1	0.9	11
O=C(NCCc1ccccc1)[C@@H]1C[C@H](n2cnnn2)CN1Cc1ccc(Cl)cc1	-5	-0.2	-0.4	5
O=C1C2C3C=CC(C3)C2C(=O)N1c1ccc2c(c1)CCC2 (stereo not drawn)	79*	0.1	0.3	-5
Cc1ccccc1OCC(O)Cn1c(N2CCCC2)nc2c1c(=O)n(C)c(=O)n2C (stereo not drawn)	-16	0.1	-0.4	26
c1nc(NC2CCCCCC2)c2[nH]cnc2n1	0	0.0	1.4	-2
CCCCCCCc1ccc(C(=O)NNC(=O)c2ccc([N+](=O)[O-])cc2)cc1	-3	-0.1	-1.1	-4
CCOc1ccc(-n2cc(-c3ccccc3)c3c(N4CCN(C)CC4)ncnc32)cc1	7	0.3	-1.5	2
Cc1cc(CNC(=S)Nc2cccc([N+](=O)[O-])c2)nn1C	4	-0.1	-0.6	-1
C=CCN1Cc2c(sc(C)c2C)N(C(=O)c2ccccc2)C1	4	-0.1	-0.3	-22
Cc1ccc(CCNC(=O)CCS(=O)(=O)Cc2ccc(C)cc2)cc1	9	0.9	0.1	-1
CC1=CC2=NC(Cc3ccccc3F)(NC(=O)c3ccccc3)C(=O)N2C=C1 (stereo not drawn)	2	0.0	0.3	0
CCOc1ccc(-c2c(C)sc(N)c2C(=O)OC(C)C)cc1	7	-0.1	0.9	1
CCN(c1ccc(OC)cc1)S(=O)(=O)c1nnc(NC(=O)c2ccccc2C)s1	3	0.0	-1.9	-5
CC(C)(C)c1ccc(OCC(=O)O/N=C(\N)c2ccc([N+](=O)[O-])cc2)cc1	14	0.2	0.0	0
CC(C)N(Cc1nc(-c2ccccc2Cl)no1)S(=O)(=O)c1ccc([N+](=O)[O-])cc1	14	0.0	-1.5	-11

Reprinted at random: 5 entries already listed.
SMILES	MITF inh	FBW7 activator	GPR151 ag	TEAD-YAP block
Cc1cc(CNC(=S)Nc2cccc([N+](=O)[O-])c2)nn1C	4	-0.1	-0.6	-1
COc1ccc(C(=O)Nc2ccc(NC(=O)C(C)C)cc2)cc1Br	4	0.2	0.9	-6
c1nc(NC2CCCCCC2)c2[nH]cnc2n1	0	0.0	1.4	-2
O=C1C2C3C=CC(C3)C2C(=O)N1c1ccc2c(c1)CCC2 (stereo not drawn)	79*	0.1	0.3	-5
CCC1(CC)OC(c2ccccn2)Nc2ccccc21 (stereo not drawn)	5	-0.1	0.7	-2

Further entries
SMILES	MITF inh	FBW7 activator	GPR151 ag	TEAD-YAP block
C=CCn1c(COc2ccc(CC)cc2)n[nH]c1=S	8	0.1	-0.2	-14
COc1cc2c(C(C)=O)c(C)oc2c2ccccc12	-8	-0.2	-1.2	2
COC(=O)C(NC(=O)c1ccc(OC)cc1)(Nc1nc(C2CC2)cs1)C(F)(F)F (stereo not drawn)	9	0.2	0.0	6
FC(F)Oc1ccc(N=Cc2ccsc2)cc1	12	0.1	-0.7	-3
CC(C)CCNc1ncnc2c1sc1nc(N3CCOCC3)c3c(c12)CC(C)(C)OC3	-3	0.0	1.8	-5
CCOC(=O)c1ccc(N2C(=O)c3n[nH]c(C)c3C2c2cccc(F)c2)cc1 (stereo not drawn)	-8	-0.1	-0.8	-8
CCCC(=O)Nc1cc(C(C)(C)C)on1	10	0.0	-1.2	-11
O=C(Cc1ccc(Cl)cc1)N1CCN(c2ccc(Nc3ccccn3)nn2)CC1	30	-0.9	0.3	15
O=C1CCC(C(=O)NCC(c2ccccc2Cl)c2c[nH]c3ccccc23)=NN1 (stereo not drawn)	3	-0.1	0.0	2
CC(C)C(NC(=O)CN(c1ccccc1)S(=O)(=O)c1ccccc1[N+](=O)[O-])C(C)C	21	0.4	1.7	9
CCCN1CCC(N2C[C@H](NCc3c(F)cccc3Cl)C[C@H]2C(=O)NC)CC1	12	0.2	-0.2	-2
CC(C)(C)c1ccc(-c2n[nH]c(=S)n2C2CCCCC2)cc1	-3&6	0.1&0.0	0.5&0.0	14&14
CC(C)(C)c1ccc(-c2nnc(SCC(=O)NC(N)=O)n2C2CCCC2)cc1	0	-0.2	-0.4	7
CS(=O)(=O)N1CCN(c2ccc(NC(=O)c3cccnc3Cl)cc2)CC1	5	-0.1	-0.1	7
CCN(CC(=O)N1CCCCCC1)S(=O)(=O)c1ccc2ccccc2c1	16	0.3	3.9	-1
O=C(NCCCN1CCOCC1)c1c(O)c2cccc3c2n(c1=O)CCC3	5	-0.2	1.2	-24
CCOC(=O)Cc1csc(NC(=O)CSc2nc(SC)ns2)n1	-8	-0.1	-0.9	4
COc1ccc(C(=O)NCCOc2ccccc2Cl)c(OC)c1OC	-5	-0.1	-0.1	-68
COc1ccc(C2CC(=O)n3nc(-c4ccc(C)cc4)nc3S2)cc1OC (stereo not drawn)	-4	0.0	1.1	0
O=C(CSc1nc2c(c(=O)n1Cc1ccccc1)SCC2)NC1CCCCC1	-8	0.0	-0.8	0

Profiles, looked up by structure. Order of values: MITF inh, FBW7 activator, GPR151 ag, TEAD-YAP block
Profile of CC(C)(C)c1ccc(-c2nnc(SCC(=O)NC(N)=O)n2C2CCCC2)cc1 : 0, -0.2, -0.4, 7
Profile of CCCN1CCC(N2C[C@H](NCc3c(F)cccc3Cl)C[C@H]2C(=O)NC)CC1 : 12, 0.2, -0.2, -2
Profile of COc1ccc(C2CC(=O)n3nc(-c4ccc(C)cc4)nc3S2)cc1OC (stereo not drawn) : -4, 0.0, 1.1, 0
Profile of O=C(Cc1ccc(Cl)cc1)N1CCN(c2ccc(Nc3ccccn3)nn2)CC1 : 30, -0.9, 0.3, 15

More entries
SMILES	MITF inh	FBW7 activator	GPR151 ag	TEAD-YAP block
COc1ccc(-n2nc3c(c2NC(=O)Cc2cccc4ccccc24)CS(=O)(=O)C3)cc1	2	-0.1	2.6	-5
Fc1ccccc1OCCN1CCc2ccccc2C1	1	0.3	-1.8	-10
O=C(c1cccs1)N1CCN(c2nc3nonc3nc2NCc2cccs2)CC1	12	0.0	-1.6	-12
COc1ccc(C2CC(C(F)(F)F)n3ncc(C(=O)N(C)Cc4ccccc4)c3N2)cc1OC (stereo not drawn)	-9	0.0	0.7	-57
CC(=O)c1ccc(NC(=O)C(C)N2CCC(C(N)=O)CC2)cc1 (stereo not drawn)	30	0.0	-0.8	3
c1cc(-c2n[nH]c(CNCc3ccsc3)n2)ccn1	3	0.0	0.2	-12
CCCC(O)(CCN1CCCCC1)c1ccc(OCC)cc1 (stereo not drawn)	21	0.3	0.8	-3
CCCCC(=O)NC(c1ccco1)c1c(O)ccc2ccccc12 (stereo not drawn)	14	-0.1	-0.6	8
Cc1cccc(N(C)S(=O)(=O)c2nnc(NC(=O)COc3ccc(F)cc3)s2)c1	15	0.0	1.2	-2
CC1=C/C(=N\S(=O)(=O)c2cccc([N+](=O)[O-])c2)C=C(Cl)C1=O	17	-0.1	-1.6	-6
NC(=O)c1ccsc1Nc1ccnc(Nc2ccc(N3CCOCC3)cc2)c1	12	-0.3	-1.1	29
Cc1ccc(-c2nnc(N3CCOCC3)c3ccccc23)cc1S(=O)(=O)N1CCOCC1	-1	0.1	2.4	5
COC(=O)c1cc(NC(=O)c2ccc3c(=O)n4c(nc3c2)CCCCC4)cc(C(=O)OC)c1	15	0.1	4.8	7
Cc1cccc2cc3c(nc12)OCC(=O)N(Cc1cccs1)C3	5	0.1	0.0	4
COC(C(=O)N1CCC[C@@H]2CN(C/C=C/c3ccccc3)CC[C@H]21)c1ccccc1 (stereo partly drawn)	-1	0.0	1.2	-4
CC1CCc2c(sc3nc(C(C)C)n4c(SCC(=O)N5CCOCC5)nnc4c23)C1 (stereo not drawn)	-7	-0.1	-0.4	13
O=C(CN1CCCC(c2nc3ccccc3[nH]2)C1)N1CCCc2ccccc21 (stereo not drawn)	0	0.0	1.8	6
O=C(NN=C1CCCC1)NC1CCCCC1	4	0.1	-0.9	-5
COc1ccc(-c2cc(C(F)(F)F)n3nc(C(=O)NCc4cccnc4)cc3n2)cc1	2	-0.1	-0.4	9
CN1CCc2c(sc3nc(SCC(=O)c4ccc(Br)cc4)n(C4CCCCC4)c(=O)c23)C1	7	-0.1	-1.4	11
Nc1nonc1-c1nc2ccccc2n1CC(=O)Nc1ccccc1C(F)(F)F	3	-0.1	-1.1	34*
COc1ccc(-c2nnc3ccc(SCC(=O)N4CCC(C)CC4)nn23)cc1OC	3	-0.1	-0.1	-16
CCOc1ccc(N2CC(O)(c3ccc4c(c3)OCCO4)[N+]3=C2CCCCC3)cc1 (stereo not drawn)	16	0.0	-0.3	6
COc1cc(C(=S)N2CCOCC2)cc(OC)c1OC(=O)c1ccccc1	-3	-0.1	0.8	-9
COc1ccc(C(=O)NCc2cccs2)cc1[N+](=O)[O-]	12	-0.2	1.0	5
CCc1cccc(NC(=O)N[C@H]2C[C@H]3C(=O)N[C@H](CC(C)C)C(=O)N3C2)c1	2	-0.1	-0.7	5
CCOC(=O)c1cnn(S(=O)(=O)c2ccc(Cl)c([N+](=O)[O-])c2)c1N	-1	0.1	-0.2	17
N#Cc1c(C(F)(F)F)cc(-c2cccs2)nc1SCC(=O)N1CCOCC1	-3	0.1	0.4	3
COc1ccc2o/c(=N\O)c(C(N)=O)cc2c1	14	0.5	-1.3	25
C/C(=N\NC(=O)c1cccs1)c1cccc2ccccc12	3	0.2	-0.6	-54
N#Cc1cc(-c2ccnc(Nc3ccc(N4CCNCC4)cc3)n2)cc(N2CCOCC2)c1	-3	-0.7	-0.2	32*
Cc1ccc(S(=O)(=O)NCCc2cn3c(C)csc3n2)cc1	7	-0.1	0.2	-4
Cc1c(Cl)cccc1NC(=O)CCC(=O)NNC(=O)CCc1ccccc1	2	-0.3	0.1	6
CCOC(=O)N(NC(=O)C(O)(c1ccc(OC)cc1)c1ccc(OC)cc1)C(C)c1ccc(OC)cc1 (stereo not drawn)	-5	-0.1	0.8	7
C(=C\c1ccc2c(c1)Cc1cc(/C=C/c3ccccc3)ccc1-2)/c1ccccc1	-3	0.0	-0.3	0
O=C1C2C(c3ccccc3)C=CC(c3ccccc3)C2C(=O)N1c1ccncc1 (stereo not drawn)	-2	0.0	1.2	1
CC1CCN(C(=O)C2CCN(Cc3cccc(O)c3)CC2)CC1	35	1.1	-0.4	-2
Cc1ccc([N+](=O)[O-])cc1NC(=O)C1CCCCC1C(=O)O (stereo not drawn)	-10	0.5	-0.5	-1
COc1ccc(CCC(=O)Oc2ccc3c(c2)OCO3)cc1	-9	0.1	-0.4	-4
CC(OC(=O)CCN1C(=O)c2cccc([N+](=O)[O-])c2C1=O)C(=O)Nc1ccc(Cl)cn1 (stereo not drawn)	6	0.4	-0.1	4

Some values from the entries so far:
O=C1C2C(c3ccccc3)C=CC(c3ccccc3)C2C(=O)N1c1ccncc1 (stereo not drawn) in FBW7 activator has 0.0
Cc1ccc(S(=O)(=O)NCCc2cn3c(C)csc3n2)cc1 in GPR151 ag has 0.2
CCOC(=O)N(NC(=O)C(O)(c1ccc(OC)cc1)c1ccc(OC)cc1)C(C)c1ccc(OC)cc1 (stereo not drawn) in MITF inh has -5

Part of the list above, limited to MITF inh and FBW7 activator:
SMILES	MITF inh	FBW7 activator
N#Cc1c(C(F)(F)F)cc(-c2cccs2)nc1SCC(=O)N1CCOCC1	-3	0.1
CCOc1ccc(N2CC(O)(c3ccc4c(c3)OCCO4)[N+]3=C2CCCCC3)cc1 (stereo not drawn)	16	0.0
CCOC(=O)N(NC(=O)C(O)(c1ccc(OC)cc1)c1ccc(OC)cc1)C(C)c1ccc(OC)cc1 (stereo not drawn)	-5	-0.1

Going on with the list.
SMILES	MITF inh	FBW7 activator	GPR151 ag	TEAD-YAP block
Cc1ccccc1-n1nc2c(c1NC(=O)c1ccc(Br)cc1)CS(=O)(=O)C2	7	0.0	0.0	4
O=C(NCCc1ccsc1)c1ccc(Br)o1	5	0.0	2.6	-38
Cc1ccc(NC(=O)C2C3C=CC4(O3)C2C(=O)N(CCc2ccccc2)C4C(=O)NC2CCCCC2)cc1 (stereo not drawn)	6	-0.1	-0.8	8
O=C(NC(=S)Nc1ccc(N2CCCCC2)c(Cl)c1)c1cc2ccccc2o1	-6	-0.1	-1.0	-17
COC(=O)C(C)Sc1nnc(CSc2nc(C)cc(C)n2)n1-c1ccc(OC)cc1 (stereo not drawn)	-2	-0.2	-1.2	-5
COc1cccc(CN2CCc3nnc(CCc4ccccc4)n3CC2)c1OC	-3	-0.2	1.3	3
O=C1NC(=O)/C(=C\c2ccc(OCc3ccc4ccccc4c3)cc2)N1	-20	0.6	-1.6	-12
COc1cc2nc(NC3CCN(Cc4ccccc4)CC3)nc(Nc3ccc(NC(C)=O)cc3)c2cc1OC	-1	-0.2	-0.2	3
C[N+](C)(Cc1ccc(Cl)cc1)NCc1ccc(Cl)cc1	14	1.1	-0.6	-2
Cc1cc(C)nc(N2CCC(C(=O)Nc3ccccc3Br)CC2)n1	6	-0.1	-0.1	2
CC(=O)Nc1nnc(-c2ccc(Cn3c(-c4cscn4)nc4ccccc43)cc2)s1	-10	-0.1	-0.8	-8
